hK5 inh: inhibitors of human kallikrein 5. 210,000 compounds, 0.59% hits. Q9Y337. inhibition, % at 5 µM. AID 873. recombinant hK5, fluorogenic AMC substrate cleavage;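 active means inhibition of 40% or more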;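 further: 0% = enzyme controls without compound and 100% = no-enzyme blanks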
Target sequence (Q9Y337 67-293 limits assumed): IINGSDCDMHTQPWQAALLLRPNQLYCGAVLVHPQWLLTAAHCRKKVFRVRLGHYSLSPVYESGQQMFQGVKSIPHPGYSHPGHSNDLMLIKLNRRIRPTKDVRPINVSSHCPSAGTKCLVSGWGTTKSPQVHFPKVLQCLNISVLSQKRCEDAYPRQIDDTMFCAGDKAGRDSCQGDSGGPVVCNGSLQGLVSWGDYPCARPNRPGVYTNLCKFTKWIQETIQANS
p47phox inh: p47phox (human) inhibition | p47phox/p22phox peptide binding, fluorescence polarization, 2 h | 220,000 compounds, 0.53% hits | P14598 | inhibition, % at 24.7 µM;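 further: 0% = p47phox with labelled peptide and 100% = labelled peptide alone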
EBV gp42 inh: blocks Epstein-Barr virus glycoprotein 42 binding; Q1HVG2; Fluorescence polarization binding assay, mP read-out; inhibition, % (tested at 21.74 µM); 220,000 compounds, 0.42% hits; in the data active means inhibition above about 50%
thrombin 1536: blocks human thrombin protease activity | 220,000 compounds, 0.26% hits | alpha-thrombin, Boc-VPR-AMC fluorogenic substrate cleavage | inhibition, % at 5 µM | P00734;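 active means inhibition at or above 40%; inactive means inhibition below 40%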;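 further: 0% = enzyme with no compound and 100% = wells without enzyme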
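Material: human alpha-thrombin enzyme / Medium: pH 7.5 Tris (50 mM) with NaCl 150 mM, Tween 20 0.05% / Compound: single-point dosing at 5 µM, 0.2% DMSO / Incubation: enzyme reaction carried out at room temperature / Detection: AMC fluorescence, 355/460 nm / Read-out basis: percent inhibition scaled between no-compound controls and no-enzyme blanks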
Furin inh: inhibitors of human furin | P09958 | purified furin, fluorogenic substrate cleavage | inhibition, % at 30 µM | 220,000 compounds, 0.061% hits; in the data active means inhibition above about 25%; further: inactives centre near -15
Target sequence (P09958 108-714 limits assumed): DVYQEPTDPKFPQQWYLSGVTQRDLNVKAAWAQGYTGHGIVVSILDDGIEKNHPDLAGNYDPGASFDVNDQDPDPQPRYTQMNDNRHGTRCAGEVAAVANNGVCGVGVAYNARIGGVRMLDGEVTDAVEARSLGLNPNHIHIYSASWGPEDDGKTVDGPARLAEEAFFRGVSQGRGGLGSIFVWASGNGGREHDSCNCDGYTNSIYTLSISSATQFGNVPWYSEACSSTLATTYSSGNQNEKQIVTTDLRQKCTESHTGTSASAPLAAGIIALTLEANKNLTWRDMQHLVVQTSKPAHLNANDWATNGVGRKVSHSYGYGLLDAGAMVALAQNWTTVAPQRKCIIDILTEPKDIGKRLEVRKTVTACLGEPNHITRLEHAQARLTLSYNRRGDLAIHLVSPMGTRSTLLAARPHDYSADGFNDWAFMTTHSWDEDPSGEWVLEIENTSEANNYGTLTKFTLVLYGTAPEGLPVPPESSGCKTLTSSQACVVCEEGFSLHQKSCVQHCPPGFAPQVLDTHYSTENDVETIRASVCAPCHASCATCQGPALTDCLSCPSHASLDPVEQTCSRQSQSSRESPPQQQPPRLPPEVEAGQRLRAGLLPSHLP
eIF4E-4G inh: eIF4E/eIF4G interaction inhibition in translation initiation; TR-FRET eIF4E-eIF4GI(517-606) binding, 2 h; inhibition, % at 21.7 µM; 220,000 compounds, 0.37% hits;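 further: 0% = full FRET control wells and 100% = background wells lacking eIF4GI fragment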
Cl transport mod: modulates chloride dependent transport by human KCC2. Q9H2X9. KCC2 cells, thallium flux FluoZin-2 fluorescence. B-score of Tl+ flux slope (higher = more flux/activation; lower = inhibition) at 10 µM. 190,000 compounds, 2.2% hits. AID 1456;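 active means thallium flux slope and its plate-corrected score both differing from the plate sample mean at a set confidence after two filtering rounds, in either direction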;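 further: slope of fluorescence scaled to starting intensity during 10 to 20 s after thallium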
14-3-3 Bad inh: disrupts binding of bovine 14-3-3 zeta to phospho-Bad peptide; P63103; TR-FRET 14-3-3zeta/Dy647-pBad peptide displacement, 1 h; inhibition, % at 21.7 µM; 220,000 compounds, 0.71% hits;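 active means inhibition above about 70%, limit read from the data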;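 further: 0% = full 14-3-3 plus peptide FRET controls and 100% = background without 14-3-3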
Target sequence (P63103 whole entry, looked up): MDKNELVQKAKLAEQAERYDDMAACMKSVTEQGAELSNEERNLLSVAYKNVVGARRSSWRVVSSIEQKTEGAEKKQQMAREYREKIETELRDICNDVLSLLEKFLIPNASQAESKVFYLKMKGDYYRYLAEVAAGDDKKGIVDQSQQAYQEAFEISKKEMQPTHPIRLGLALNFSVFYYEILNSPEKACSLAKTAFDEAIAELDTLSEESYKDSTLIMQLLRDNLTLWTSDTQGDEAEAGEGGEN
Rad51 HR inh: Rad51 (human) homologous recombination inhibition; AID 1385; hRad51 DNA strand exchange, fluorescence dequenching; 200,000 compounds, 0.085% hits; inhibition, % at 10 µM;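 active means inhibition above 40% at the single screening dose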;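 further: 0% = DMSO control wells and 100% = blanks with heterologous ssDNA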
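material = hRad51 filaments on single-stranded DNA | reagent = Donor/quencher-labelled 47-bp dsDNA substrate | compound = 10 µM final, single point | schedule = strand-exchange reaction 15 min at room temperature | measured by = fluorescein emission 520 nm, excitation 485 nm | read-out basis = % inhibition versus plate control and blank means | benchmarks = plate controls and plate blanks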
Active calls of the source: *; . = no result given; [ ] = another dose, or the depositor's remark.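 How the source made its calls, unless noted: active means inhibition above about 30% (limit read from the data); inactive means the rest.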

hK5 inh	p47phox inh	EBV gp42 inh	thrombin 1536	Furin inh	eIF4E-4G inh	smiles	Cl transport mod	14-3-3 Bad inh	Rad51 HR inh
-2	-11	-6	-4	-18	0	O=C(NC12CC3CC(CC(C3)C1)C2)c1ccc(-c2ccccc2Cl)o1	0.25	-7	2
-6	-6	-8	-1	-15[20 µM]	2	Cc1nnc(SC(C)C(=O)Nc2ccc(S(=O)(=O)NC3CCCCC3)cc2)s1 (centres undefined)	-1	3[fluorescence artefact?]	7
0	1	-5	-4	-26	0	O=C(CSCc1c[nH]c(=O)[nH]c1=O)OCC(=O)c1ccc(Br)cc1	1.4	-7	9
-13	-7	-5	-3	-11[20 µM]	0	Cc1nc(-c2ccc(C(=O)N3CCOCC3)cc2)cs1	0.054	1[fluorescence artefact?]	.
-6	-76	-50	1	-16	-6	CCOC(=O)c1sc(NC(=O)CSc2nc3ccccc3s2)c(C(=O)OCC)c1C	0.81	-11[fluorescence artefact?]	-6
8	10	-11	0	-8	-13[fluorescence artefact?]	Fc1ccc2nc(-c3ccccc3)nc(SCc3nnc(-c4ccccc4)o3)c2c1	42*	4	5
0	-17	-5	5	-19	1	N#Cc1ccccc1OCC(=O)OCC(=O)N1CCN(C(=O)c2ccco2)CC1	0.62	-14	-3
-1	-5	-2	-5	-7	1	O=C1C=CC(=O)N1Nc1ccc(Br)cc1	-0.33	-8	.
-4	3	-4	-4	-17	8[fluorescence artefact?]	CCn1cc(C(=O)N2CCCc3ccccc32)c2cc(OC)c(OC)cc2c1=O	1.4	1[fluorescence artefact?]	.
-13	4	-5	0	8	6	COc1cccc(N=Nc2c(=O)[nH]n3c(C)cc(C)nc23)c1	-0.38	18	-9
-7	-1	-9	2	1[20 µM]	-6[fluorescence artefact?]	CCCCC(=O)NC1(C(F)(F)F)C(=O)N(CC(C)C)C2=C1C(=O)CC(C)(C)C2 (centres undefined)	.	-7	1
-21	1	-38	5	-29	0[fluorescence artefact?]	COC(=O)c1cc(Br)c(=O)n(CCN2CCOCC2)c1	.	-4[fluorescence artefact?]	-2
.	0	-2	-8	-15	4	COc1ccnc(-n2cccc2C#N)c1C#N	0.17	-9	19
-3	-11	-20	7	-20	-6	O=C(CCS(=O)(=O)c1ccc(Br)s1)NCc1ccc2c(c1)OCO2	0.35	1	-2
-3	-1	3	7	-28	3	Cc1cc(C)n(C(=O)CCN2C(=O)c3ccccc3C2=O)n1	.	-6	3
12	-44	20	-12	-4	0	COc1cc(/C=N/OCC(=O)NC23CC4CC(CC(C4)C2)C3)ccc1OCc1ccccc1	-0.13	2[fluorescence artefact?]	5
-1	14	3	3	3	2	O=c1[nH]c2ccccc2s1	10*	-14	0
-5	-24	2	-14	-20	-4	CCOC(=O)c1nc(Nc2cccc(C)c2)c2ccccc2n1	-0.86	-9	8
3	18	9	-11	-9	5	CN1CCN(C(=O)CSc2nc(-c3ccco3)cc(C(F)(F)F)n2)CC1	-1.9	-8	-109
0	-2	0	-8	-33	-4	CCOc1ccc(N/C(C)=C\C(=O)c2ccc3c(c2)OCCO3)cc1	-0.61	-6	2
-7	4	-4	-1	1	-1	O=C1CSC(c2ccccc2Cl)N1 (centres undefined)	0.54	-4	-13
-3	-11	-18	-2	-17[20 µM]	-10	COc1ccc(NC(=O)C(C)N2c3cccc4cccc(c34)S2(=O)=O)cc1 (centres undefined)	-0.98	9[fluorescence artefact?]	5
2	-22	-13	-8	-18	-3	Cc1ccc2nc(SCC(=O)NC(=O)NCc3ccco3)[nH]c2c1	-0.44	-4	1
-7	-16	12	-4	6[20 µM]	-8	COc1cc(NC(=O)c2ccc(COc3ccccc3Br)o2)cc(OC)c1OC	.	-2	17
38	0	1	-5	-3	-2	COc1ccc(/C=C/C(=O)OCC(=O)Nc2ccc(N3CCOCC3)cc2)cc1OC	0.34	-5	-13
35	-24	-5	14	-10[20 µM]	-2	Cc1ccccc1N(CC(=O)N/N=C/c1cc(C)n(-c2ccccc2C)c1C)S(C)(=O)=O	-0.013	-30	-3
-6	-2	-9	-4	-18[20 µM]	2	CC1CCCC(C)N1C(=O)CSc1nnc(-c2cccs2)o1 (centres undefined)	0.49	-22	0
10	-5	-13	-10	-37	1	CS(=O)(=O)N1CCN(c2ccc(NC(=S)NC(=O)c3ccccc3[N+](=O)[O-])cc2)CC1	0.026	-18	24
15	-9	10	27	-13	3	Cc1ccc(S(=O)(=O)N2CC3(C)CN(S(=O)(=O)c4ccc(C)cc4)CC(C)(C2)C3O)cc1 (centres undefined)	2.3	-11[fluorescence artefact?]	3
5	-4	0	2	-29	4	O=C(/C=C/c1ccco1)NCCCN1CCOCC1	0.027	-25	30

Fetched by structure from the entries so far:
hK5 inh	p47phox inh	EBV gp42 inh	thrombin 1536	Furin inh	eIF4E-4G inh	smiles	Cl transport mod	14-3-3 Bad inh	Rad51 HR inh
-13	4	-5	0	8	6	COc1cccc(N=Nc2c(=O)[nH]n3c(C)cc(C)nc23)c1	-0.38	18	-9
12	-44	20	-12	-4	0	COc1cc(/C=N/OCC(=O)NC23CC4CC(CC(C4)C2)C3)ccc1OCc1ccccc1	-0.13	2[fluorescence artefact?]	5
-6	-76	-50	1	-16	-6	CCOC(=O)c1sc(NC(=O)CSc2nc3ccccc3s2)c(C(=O)OCC)c1C	0.81	-11[fluorescence artefact?]	-6
38	0	1	-5	-3	-2	COc1ccc(/C=C/C(=O)OCC(=O)Nc2ccc(N3CCOCC3)cc2)cc1OC	0.34	-5	-13
.	0	-2	-8	-15	4	COc1ccnc(-n2cccc2C#N)c1C#N	0.17	-9	19

Continuation:
hK5 inh	p47phox inh	EBV gp42 inh	thrombin 1536	Furin inh	eIF4E-4G inh	smiles	Cl transport mod	14-3-3 Bad inh	Rad51 HR inh
0	6	-7	-4	-16[20 µM]	-6	CCC(=O)N/N=C(\C)CC(=O)Nc1ccc2ccccc2c1	-0.54	-7	5
12	-47	-3	-3	-24	0	O=[N+]([O-])c1ccc2c(c1Nc1ccccc1)=NC1(CCCCC1)N=2	.	4	4
0	1	3	-1	-21[20 µM]	12	CC1=CC(C)(C)N(C(=O)C(C)N2C(=O)c3ccccc3C2=O)c2ccc(C)cc21 (centres undefined)	0.2	5	10
-2	-5	0	0	-16	2	O=C(N/C(=C/c1cccs1)C(=O)N1CCOCC1)c1cccs1	-1.1	-3	27
-3	-3	-15	10	-21	4	COc1ccc(N2CCN(C(=O)Cc3coc4cc(C)ccc34)CC2)cc1	0.03	-6	-26
5	-7	-17	0	-11	1	Cc1ccc(C)c(S(=O)(=O)N=Nc2c(O)[nH]c3ccccc23)c1	0.76	4	21
3	-6	-16	-1	-34	-2	CN(C(=O)COc1ccc(Cl)cc1)c1nnc(C23CC4CC(CC(C4)C2)C3)s1	0.89	0	-2
-35	-9	3	1	-12	-1	COCCn1c(SCC(=O)c2ccccc2)nc2c(c1=O)SCC2	-2.3	-6	0
9	10	-12	2	8[20 µM]	3	O=C(N/N=C/c1ccc([N+](=O)[O-])s1)c1ccccc1Br	0.9	-5	3
-3	-33	6	-2	-20	-3	CC(C)OC(=O)c1ccc(COC(=O)c2cccc(-c3nnc(-c4ccccc4)o3)c2)cc1	-0.88	-1	7
-25	-9	-9	1	-29	-6	COc1cc(NC(=S)Nc2cccc(C)n2)cc(OC)c1OC	-0.21	-14	21
-5	-14	-25	-2	-14	3	CCN(CC(=O)Nc1cccc(S(N)(=O)=O)c1)Cc1nc2ccccc2c(=O)[nH]1	1.1	-7	1
-9	-4	1	-1	-14[20 µM]	2	CCOc1ccccc1NC(=O)Cc1ccccc1OC	1	-4	1
0	-8	3	-5	-26	-1	Oc1c(Br)cc(Br)cc1CNc1ccc(F)cc1	.	-11	-15
-17	1	-1	-6	-18	22	CCCc1nn(C)c2c(=O)[nH]c(-c3ccccc3OCC)nc12	-0.093	3[fluorescence artefact?]	3
-17	-16	-9	-14	-29	-5[fluorescence artefact?]	CCOC(=O)Cc1csc(NC(=O)CSc2nc(C)cc(=O)[nH]2)n1	0.73	10[fluorescence artefact?]	-3
-4	-5	-17	-1	-8	9	NC(=O)c1cccnc1Nc1ccccc1F	-0.77	-3	11
-15	-19	-11	6	-26	5	O=C(Cn1ncc2c(=O)oc3ccccc3c21)NC1CC1	0.15	7	2
4	-4	-8	2	-18[20 µM]	-7	CCCCNC(=O)C1CCCN(S(=O)(=O)c2ccc(S(=O)(=O)NCC(C)C)cc2)C1 (centres undefined)	1.7	4	7
-14	3	-4	1	-25	1	COc1ccc(/C(C)=N/NS(=O)(=O)c2ccccc2)c(OC)c1	0.46	-7	-21
-22	-2	0	1	-11[20 µM]	-4	Cc1ccc(-c2nn3c(C)nnc3s2)cc1NC(=O)CSc1ccc(Cl)cc1	-0.31	-7	3
1	-2	-5	0	-30[20 µM]	11	CCOc1cc(C#N)c(NC(=O)c2cccnc2Cl)cc1OCC	-0.11	-7	2
-4	-1	-11	-9	-7	-1[fluorescence artefact?]	O=C(NNC(=O)c1ccc2c(c1)OCO2)NC12CC3CC(CC(C3)C1)C2	0.26	0[fluorescence artefact?]	1
-7	-99	-53	-4	-16	7[fluorescence artefact?]	CCOC(=O)c1c(-c2ccc(OCC)cc2)csc1NC(=O)CCN1C(=O)c2ccccc2C1=O	1.3	-9	-12
-1	-13	11	0	-23[20 µM]	1	Cc1nc2cc(-c3ccsc3-n3c(C)ccc3C)[nH]n2c(=O)c1Cl	.	8	-1
-12	2	-3	-9	-29	-2	CCOC(=O)c1ccc(-c2nnc(-c3ccc(Cl)cc3Cl)o2)cc1	0.88	2[fluorescence artefact?]	7
-1	5	-6	-5	-12[20 µM]	2	CCCn1c(CCc2ccccc2)nnc1SCC(=O)N1CCCC1	.	-7	4
14	0	1	10	-15[20 µM]	-4	COC(=O)C1CCN(C(=O)/C=C/c2ccc(OC)cc2)CC1	-0.5	-7	-1
-21	-11	-1	-1	-10	7[fluorescence artefact?]	COc1cccc(NC(=O)CNS(=O)(=O)c2ccc3nc(C)sc3c2)c1	.	7	.
0	-3	-9	-2	-15	1	Cc1ccc(-c2nc(Cl)nc3ccccc23)cc1	.	-12	4
-4	-4	-8	-3	-22	4	O=S(=O)(Nn1cnnc1)c1ccc2ccccc2c1	0.041	-14	14
-3	7	-5	-3	-8[20 µM]	0	Cc1cc(Nc2ccccc2)n(C(=O)c2ccc(Cl)cc2)n1	0.35	-23	2
-23	-7	-16	2	-28	-3	Cc1ccc(S(=O)(=O)n2nnc3ccccc32)c(C)c1C	1.6	2	2
3	0	-7	-1	-16	2	O=C(c1ccc(CN2CCc3ccccc3C2)cc1)N1CCCCC1	-0.89	-13[fluorescence artefact?]	-4
1	-3	-9	-6	-20	-3	N/C(=N\OC(=O)c1ccccc1)c1cccnc1	0.27	-8	-1
-2	-15	-1	-8	-10	-2	COc1ccc(C2c3ccc4ccccc4c3Oc3ncn(CCCO)c(=N)c32)cc1OC (centres undefined)	1.1	-6	.
-2	-3	-3	-7	-21	5	O=C(NCc1cccs1)c1cc2ccccc2o1	0.17	3	1

Structures listed above shown as hits in Cl transport mod:
hK5 inh	p47phox inh	EBV gp42 inh	thrombin 1536	Furin inh	eIF4E-4G inh	smiles	Cl transport mod	14-3-3 Bad inh	Rad51 HR inh
8	10	-11	0	-8	-13[fluorescence artefact?]	Fc1ccc2nc(-c3ccccc3)nc(SCc3nnc(-c4ccccc4)o3)c2c1	42*	4	5
-1	14	3	3	3	2	O=c1[nH]c2ccccc2s1	10*	-14	0

Assay outcomes deposited in PubChem BioAssay by several laboratories.
